Bioassay records deposited in PubChem by Broad Institute.
E-selectin induc: E-selectin induction in HUVECs, primary screen, imaging, HUVEC, immunofluorescence imaging, single point. P16581. normalized: neutral wells 0, TNF-alpha wells 100. activation, % at 7.58 µM. 260,000 tested, 0.37% active. AID 686992, 2013;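 active means mean E-selectin-positive cell signal at least 10% of the positive control, reached in at least 60% of replicates, without over 20% cell loss; inconclusive means no rule given, readout overlaps actives, possibly toxicity-flagged; inactive means the rest, including those meeting only one limit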;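 further: in these data hits start at about 27%; measured in HUVEC primary endothelial cells; signal is the percent of cells scored E-selectin positive by PE staining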
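Assay system: HUVEC, human umbilical vein endothelial cells / Amount: 3,000 HUVEC/well / Controls: TNF-alpha positive control, DMSO neutral control / Compound dosing: single concentration / Medium: EGM-2 over gelatin coat / Evaluation: percent E-selectin-positive cells / Signal: immunofluorescence imaging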
GSIS activator: GLuc luminescence reporter in INS-1E cells, primary screen for activators of glucose-dependent secretion of insulin; INS-1E GLuc reporter insulin secretion, 2-3 h; activation, % at 16.6 µM; 370,000 tested, 0.61% active;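 active means lowest replicate activation of at least 40%, so every replicate reaches that level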;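 further: 0% = median of neutral control wells and 100% = median of IBMX positive control wells; some compounds called inactive have numbers as strong as hits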
F508del corr: F508del CFTR correction, initial screen, CFBE line, single point; CFBE cells, YFP halide quenching; stimulated with forskolin plus potentiator P3; % fluorescence drop versus neutral controls; activity (quench increase), % at 7.58 µM; 350,000 tested, 0.36% active; AID 720511, 2013;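 active means mean added fluorescence quench of at least 8% versus neutral control, with both replicates also reaching 8%; inconclusive means only one of the mean or replicate conditions met; inactive means mean below 8% and not both replicates reaching 8%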;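 further: cells transiently co-express mutant CFTR-F508del with the halide-sensitive YFP; corrector assay measuring rescue of mutant channel to the surface after 24 h compound exposure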
RAD54 inh: inhibitors of human RAD54 branch migration, primary screen, biochemical, fluorescence, single point | DNA repair and recombination protein RAD54-like (Homo sapiens), Q92698 | RAD54 Holliday junction branch migration, FAM/BHQ fluorescence | inhibition, % at 10.4 µM | 360,000 tested, 0.14% active;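 active means mean normalized replicate activity at least 40 and at least half of replicates scoring 40 or more; inconclusive means only one of the two criteria met; inactive means mean below 40 and under half of replicates reaching 40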;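 further: 0% = median of neutral control wells and 100% = median of positive control wells; inhibitors cause a drop in the FAM fluorescence signal; in these data hits start at about 50%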
Xi reactivation: activators of inactive X chromosome reactivation, primary screen, imaging, XiGFP fibroblasts, GFP high-content imaging, set 2 | AID 743238, 2013 | XiGFP mouse fibroblasts, % GFP-positive cells imaging, 3 d; cells co-treated with 5-aza-dC sensitizer; scaled so ellipticine positive control = 100% | 360,000 tested, 0.055% active | activation, % at 7.58 µM;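 active means mean normalized replicate activation at least 10% and every replicate at or above 10%; inconclusive means only one of the two criteria met; inactive means mean below 10% and not all replicates reach 10%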;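 further: 0% = median of on-plate neutral control wells and 100% = ellipticine 6 µM median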
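material = 68-5-11 XiGFP fibroblast line | medium = DMEM plus 5-aza-dC sensitizer | schedule = 3 days compound exposure | benchmarks = positive control ellipticine, 6 µM final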
CASP6 VEID inh: human caspase-6 inhibitors, primary screen, biochemical, VEID-R110 fluorescence, single point, set 2. purified caspase-6, Z-VEID-R110 cleavage fluorescence. 350,000 tested, 0.53% active. AID 686996, 2013. P55212. inhibition, % at 12.5 µM;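 active means mean inhibition across replicates at least about 35%, with every replicate also reaching that limit, limit read from the data; inconclusive means only one of the two criteria met; inactive means neither criterion met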;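 further: 0% = median of neutral control wells and 100% = no fluorescence left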
Target sequence (P55212 24-179 limits assumed): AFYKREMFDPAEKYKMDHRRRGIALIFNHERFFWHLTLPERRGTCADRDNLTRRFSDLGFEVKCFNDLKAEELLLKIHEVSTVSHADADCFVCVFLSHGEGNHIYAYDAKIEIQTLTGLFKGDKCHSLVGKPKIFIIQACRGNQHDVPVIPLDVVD
Target sequence (P55212 194-293 limits assumed): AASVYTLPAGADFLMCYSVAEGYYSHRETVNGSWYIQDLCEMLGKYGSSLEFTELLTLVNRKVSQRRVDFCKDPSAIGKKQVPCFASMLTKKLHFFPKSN
DENV2 CPE rescue: inhibitors of DENV2 cytopathic effect, primary screen, cell-based, plate reader, single concentration | DENV2-infected cells, cytopathic effect rescue | 350,000 tested, 1.7% active | CPE inhibition, % at 9.99 µM; in the data active means CPE inhibition above about 20%, passing the limit was not always enough; inconclusive means no clear call, values can overlap the other calls; tested in BHK-21 cells;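 further: 0% = median of neutral control wells and 100% = median of positive control wells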
RAD52 inh: RAD52 DNA annealing inhibitors, primary screen, biochemical, FRET, single point, set 2. 360,000 tested, 0.46% active. DNA repair protein RAD52 homolog (Homo sapiens), P43351. inhibition, % at 18.7 µM. AID 651710, 2012. recombinant RAD52 DNA annealing, FRET fluorescence;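 active means every replicate showing at least 50% inhibition; inconclusive means mean inhibition at least 50% but not in every replicate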
Target sequence (P43351 whole entry, looked up): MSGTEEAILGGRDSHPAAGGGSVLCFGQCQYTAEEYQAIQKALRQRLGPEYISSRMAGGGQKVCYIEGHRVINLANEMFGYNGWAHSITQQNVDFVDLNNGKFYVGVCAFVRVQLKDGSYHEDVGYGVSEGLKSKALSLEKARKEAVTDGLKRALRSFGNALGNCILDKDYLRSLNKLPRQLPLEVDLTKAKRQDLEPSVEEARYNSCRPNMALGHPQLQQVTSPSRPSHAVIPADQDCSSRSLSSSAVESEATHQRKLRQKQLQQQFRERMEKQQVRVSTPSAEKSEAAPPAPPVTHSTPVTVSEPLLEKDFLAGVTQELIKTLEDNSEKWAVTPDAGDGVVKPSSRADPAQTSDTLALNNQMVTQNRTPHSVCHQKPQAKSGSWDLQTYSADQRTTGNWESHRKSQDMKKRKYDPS
Active calls of the source: *; ? = inconclusive; . = not tested or not shown.

Compound	E-selectin induc	GSIS activator	F508del corr	RAD54 inh	Xi reactivation	CASP6 VEID inh	DENV2 CPE rescue	RAD52 inh
COc1ccc(CN2C(=O)CN(S(C)(=O)=O)CC2(C)C(=O)NC(C)C)cc1OC (configuration not stated)	-7.2	13	-4.7	.	0.0	-1	2	3
CCOC(=O)N1CCN(C(=O)CSc2nc3c([nH]c4ccccc43)c(=O)n2CCOC)CC1	0.7	-3	2.3	0	0.0	1	1	-8
O=c1[nH]c(-c2ccccc2)c(-c2ccccc2)nc1[N+](=O)[O-]	0.3	7	1.0	.	-0.1	4	-2	-16
COc1ccc(NC(=O)c2cc(=O)[nH]c3ccccc23)cc1	0.2	7	0.4	.	-0.1	-1	0	-10
CCN(c1cccc(C)c1)S(=O)(=O)c1ccc2c(c1)NC(=O)CS2	.	-20	0.7	1	0.0	6	5	-5
O=C(O)C[C@@H]1C[C@H]2c3cc(NC(=O)NC4CCCC4)ccc3O[C@H]2[C@@H](CO)O1	0.1	-9	-1.2	1	0.2	-2	9	-13
CCCCn1nnnc1C(c1cc2ccccc2o1)N1CCN(CC(=O)N2CCCC2)CC1 (configuration not stated)	0.1	1	-0.9	.	0.1	-3	11	-16
Cc1ccc2c(c1)C(=O)C(=O)N2c1ccc(C(F)(F)F)cc1	-0.5	-3	1.3	-2	-0.1	1	-4	4
CO[C@H]1CN(C)C(=O)c2ccc(NC(=O)NC(C)C)cc2OC[C@@H](C)N(C(=O)C2CCC2)C[C@@H]1C	0.0	3	0.1	1	0.1	2	0	-4
CCOC(=O)CCCN1CC(O)=C(c2nc(-c3ccc(Cl)cc3)cs2)C1=N	.	6	-1.3	.	0.0	0	-3	-8
CCC(C)c1ccc(S(=O)(=O)N2CCN(C(=O)CN3C(=O)NC(C)(C4CC4)C3=O)CC2)cc1 (configuration not stated)	0.0	2	-2.3	-20	0.2	2	?	-25
CC[C@]12c3[nH]c4cc(-c5ccco5)ccc4c3CCN1C(=O)[C@@H](CC(=O)NC/C=C(\C)CCC=C(C)C)C[C@@H]2C(=O)N1CCN(C(=O)C2CC2)CC1	1.6	-14	5.2	-8	0.0	-2	-5	-32
CS(=O)(=O)N1[C@H](C#N)[C@@H](c2ccccc2-c2ccccc2F)[C@H]1CO	0.2	-8	-1.8	.	0.0	1	14	1
Cc1cc(O)c(C(=O)/C=C/c2ccc(Cl)cc2)c(=O)o1	.	24	-4.5	-2	0.2	0	-5	-25
CC(=O)c1cccc(NC(=O)CCCOc2ccc(C)cc2)c1	0.0	-4	.	-4	0.0	-4	.	0
Cc1cc(NC(=O)C2Oc3ccccc3OC2C)no1 (configuration not stated)	1.2	-5	-0.6	.	0.1	2	.	-4
CCOc1ccc2nc(N3CCCC(C(=O)NCCCN4CCOCC4)C3)sc2c1 (configuration not stated)	0.6	-7	-0.5	10	0.4	-4	-13	0
CC(C)CN(C(=O)CN(C)C(=O)Cc1ccc(Cl)cc1)c1c(N)n(CC(C)C)c(=O)[nH]c1=O	-0.5	-11	1.3	-1	-0.1	10	-9	-6
COCCN1C(=O)[C@H]2C[C@@]13O[C@H](c1ccc(C(F)(F)F)cc1)N=C3C[C@H](c1ccccc1)[C@H]2C	-0.2	-8	0.2	.	-0.1	0	-5	-5
NNC(=O)c1c[nH]c2ccc(OCc3ccccc3)cc12	.	2	2.8	.	-0.1	-3	4	-24
CCC(=O)N1CCCCN2[C@H](CO)[C@@H](c3ccc(C#CCOC)cc3)[C@H]2C1	0.9	20	-0.4	5	0.3	3	5	-13
Cc1cc(NC(=O)Cc2ccccc2)nc2c1c(=O)oc1ccccc12	-0.3	1	-0.1	-9	0.2	3	-1	-15
COC(=O)c1sc(=S)sc1C(=O)OC	.	2	-4.2	2	.	-2	.	-16
Cc1ccc(/C(O)=C/C(=O)C(=O)NC23CC4CC(CC(C4)C2)C3)cc1	.	9	0.1	1	0.2	9	-4	-60
N#CC1=C(N)Oc2ccc3ccccc3c2C1c1cccnc1 (configuration not stated)	.	-5	?	.	0.1	6	1	-4
Nc1ccnn1Cc1cccs1	0.9	25	-2.0	0	0.0	-1	-1	-11
CN1CCN(C(c2ccccc2)c2nnnn2C(C)(C)C)CC1 (configuration not stated)	-0.7	5	-2.6	.	0.0	-7	13	-12
O=C(Nc1cccc(F)c1)N1CC(=O)N2[C@H](CO)[C@@H](c3ccc(-c4ccccc4)cc3)[C@H]2C1	0.1	-13	-2.2	.	0.0	1	-9	-9
COc1ccc(CN(C)C[C@H]2OCCCC[C@H](C)Oc3ccc(NC(=O)c4ccccc4)cc3C(=O)N([C@H](C)CO)C[C@@H]2C)cc1	-0.2	-8	2.0	0	-0.1	1	3	19
Cc1ccc(NC(=O)CCS(=O)(=O)c2ccccc2)cc1S(=O)(=O)N1CCOCC1	-0.3	4	-0.6	.	-0.1	-2	-8	-23
CSc1ccc(Cn2c(C)c(C(=O)NCc3ccc4c(c3)OCCO4)sc2=O)cc1	.	-4	4.4	2	0.1	0	?	0
C=CCn1nnnc1-c1cccc(Cl)c1	.	-2	-1.4	.	0.0	-1	5	2
Cc1cc(NC(C)C)n2c(nc3ccccc32)c1C#N	1.3	5	2.1	7	0.0	-5	-4	-31
COCCNC(=O)C1(C)CCCN(C(=O)c2c(-c3ccccc3)noc2C)C1 (configuration not stated)	.	.	0.1	-9	0.2	-3	1	-11
CCC(CO)Oc1cc(NCc2ccc(C(C)(C)C)cc2)c2ncn(C(C)C)c2c1 (configuration not stated)	1.0	.	-2.0	3	-0.2	0	-3	-30
C[C@@H]1CN([C@@H](C)CO)C(=O)Cc2cc(NC(=O)C3CC3)ccc2O[C@H]1CN(C)CC1CC1	-0.2	8	-0.4	2	0.3	1	-2	-3
CC12CCC(=O)N1C(C(=O)Nc1ccccc1N1CCOCC1)CS2 (configuration not stated)	-0.1	3	-2.2	1	0.1	4	?	-14
COCC(=O)Nc1ccc2c(c1)OC[C@H](C)N(Cc1ccccc1OC)C[C@H](C)[C@H](OC)CN(C)C2=O	-0.1	-5	0.8	2	0.2	-7	11	11
COc1ccc(S(=O)(=O)N2CCC(C(=O)NCCC(=O)Nc3nccs3)CC2)cc1	.	15	0.5	5	0.1	.	8	-12
O=C(NC(=O)c1ccc(C(F)(F)F)cc1)Nc1ccc(-c2cnco2)cc1	0.1	11	-1.4	.	-0.1	-1	6	-11
C[C@@H]1CN([C@@H](C)CO)C(=O)c2c(c3ccccc3n2C)-c2ccccc2CO[C@@H]1CN(C)Cc1cccc(F)c1	-0.6	-19	7.6	.	0.2	-1	7	8
CC(C)NC(=O)Nc1ccc2c(c1)CC(=O)N([C@H](C)CO)C[C@@H](C)[C@H](CN(C)Cc1ccc(Oc3ccccc3)cc1)O2	45*	-33	-2.0	0	0.0	1	-1	-10
Cc1oc(-c2ccccc2F)nc1CS(=O)(=O)CC(=O)NCc1ccccc1Cl	0.1	.	-3.4	-7	2.6	0	-3	2
O=C(Nc1ccccc1F)N1CC(=O)N2[C@@H](CO)[C@H](c3ccc(C#CC4CC4)cc3)[C@@H]2C1	-0.2	-9	4.1	.	0.0	0	3	-8
CC(C)(c1ccc(O)cc1)c1ccc(O)cc1	-0.1	20	-2.5	0	0.0	-2	-3	0
Cc1ccc[n+](Cc2ccc([N+](=O)[O-])cc2)c1	.	14	8.0	.	0.1	-2	-2	-21
COc1cccc(C(=O)N[C@@H](Cc2cccnc2)C(=O)N2CCC[C@H]2C(=O)NCc2ccccc2)c1	0.0	10	3.3	.	0.2	-2	4	-20
O=C(Nc1ccc(NC(=O)c2cc([N+](=O)[O-])ccc2N2CCOCC2)cc1)c1cccs1	-2.4	-24	-0.6	-2	-0.1	3	-6	-12
C[C@H]1CN([C@@H](C)CO)S(=O)(=O)c2ccc(-c3ccncc3)cc2O[C@@H]1CN(C)C(=O)C1CC1	0.9	1	-0.3	-6	0.2	1	-6	8
COc1ccc(N2CCN(C(=O)c3oc4c(c3C)C(=O)CCC4)CC2)cc1	0.2	0	-0.4	-14	0.0	-2	-5	-18
CCc1cc2c(=O)c(-c3nc4ccccc4n3C)c(CCCC(=O)O)oc2cc1OC(=O)C(C)(C)C	.	0	3.9	-11	0.0	1	0	1
CC(C)[C@H](NC(=O)NCCc1ccc(Cl)cc1)C(=O)O	.	12	-1.3	-2	.	7	-4	2
CC(C)CC#Cc1ccc2c(c1)O[C@@H](CN(C)C(=O)Cc1ccccc1)[C@@H](C)CN([C@H](C)CO)S2(=O)=O	0.0	-16	3.4	5	-0.8	0	6	16
CCNC(=O)C[C@@H]1CC[C@H]2[C@H](COc3ccc(NC(=O)c4ccc(C(F)(F)F)cc4)cc3C(=O)N2C)O1	0.2	-11	2.3	2	-0.1	1	-4	0
COc1cccc(NC(=O)CSc2ccc3nnc(CCNC(=O)c4ccccc4)n3n2)c1	.	-9	1.1	-4	0.2	1	2	-17
O=C(CSc1nnc(-c2ccc(F)cc2)c2ccccc12)Nc1c(F)cccc1F	.	13	-0.1	.	0.2	1	2	-53
C/C=C/c1ccc2c(c1)O[C@@H](CN(C)C(=O)Cc1ccccn1)[C@@H](C)CN([C@H](C)CO)S2(=O)=O	-2.2	12	0.7	3	0.0	0	4	-3
COc1ccccc1-c1ccc2c(c1)O[C@@H](CN(C)C(C)=O)[C@@H](C)CN([C@@H](C)CO)S2(=O)=O	-0.6	8	3.5	-5	-0.6	5	-3	25

Profiles as entered above. Order of values: E-selectin induc	GSIS activator	F508del corr	RAD54 inh	Xi reactivation	CASP6 VEID inh	DENV2 CPE rescue	RAD52 inh
CC(C)CC#Cc1ccc2c(c1)O[C@@H](CN(C)C(=O)Cc1ccccc1)[C@@H](C)CN([C@H](C)CO)S2(=O)=O as listed: 0.0	-16	3.4	5	-0.8	0	6	16
CC(C)[C@H](NC(=O)NCCc1ccc(Cl)cc1)C(=O)O as listed: .	12	-1.3	-2	.	7	-4	2
COc1ccccc1-c1ccc2c(c1)O[C@@H](CN(C)C(C)=O)[C@@H](C)CN([C@@H](C)CO)S2(=O)=O as listed: -0.6	8	3.5	-5	-0.6	5	-3	25
C[C@H]1CN([C@@H](C)CO)S(=O)(=O)c2ccc(-c3ccncc3)cc2O[C@@H]1CN(C)C(=O)C1CC1 as listed: 0.9	1	-0.3	-6	0.2	1	-6	8
